# Lamin A splicing – LMNA splicing modulation | HeLa LMNA splicing GFP/RFP minigene ratio, 48 h | Potency, µM (top dose mostly 46.1 µM), inactives show at the top dose ratio change, negative = inhibition, usual class: inhibitors | actives 0.01% (n = 200,000) | AID 1487; active means well fitted inhibition curve with a large enough effect in the signal ratio, with a control signal flat, not every such curve was filed as active; inconclusive means small, poorly fitted or top-dose-only effect, or effect the other way, or a change in a side signal; the % refers to the signal ratio; further: potency means the concentration at half of the fitted maximal effect; on the % scale 0 is the no-effect control and ±100 the full control effect
#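 Read-out is the ratio of GFP to DsRed2 object intensity, acquired by 488 nm laser-scanning cytometry on HeLa lamin A-EGFP minigene reporter cells. Compound incubation 48 hrs at 37 °C in Opti-MEM with 2% FBS; DMSO 0.5% final.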
# KinaseGlo FLuc – counter-screen: inhibitors of Kinase-Glo firefly luciferase; actives 0.28% (n = 200,000); AID 1379; Q27757; Potency, µM (highest dose often 38.3 µM), inactives show at the top dose activity change, negative = inhibition, actives largely listed as inhibitors; Kinase-Glo luciferase, ATP luminescence, 8 min; further: potency means the concentration at half of the fitted maximal effect; on the % scale 0 is the no-effect control and ±100 the full control effect; nearly all actives have a fitted effect of over 60% in size
#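 Substrate mix (final 50 mM imidazole pH 7.2, 50 mM KCl, 7 mM MgCl2, 10 uM ATP, 0.01% Tween 20, 0.05% BSA) plus pin-tool compound, then Kinase-Glo detection mix; 8 min ambient, luminescence read.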
# HttQ103 aggreg – inhibitors of mutant huntingtin aggregate formation in PC12 cells; AID 1688; Potency, µM (top dose mostly 46.1 µM), for the others: at the top dose activity change, negative = inhibition, hits mostly inhibitors; actives 1.1% (n = 220,000); PC12 HttQ103-GFP aggregates, Acumen cytometry, 40 h; further: potency means the concentration at half of the fitted maximal effect; on the % scale 0 is the no-effect control and ±100 the full control effect; nearly all actives have a fitted effect of over 60% in size
#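 PC12 cells stably carrying ecdysone-inducible HTT exon 1 Q103–GFP were induced with tebufenozide (100 nM final) and treated with library compounds in titration. GFP aggregates in lysates were counted by laser scanning cytometry.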
# HTT cytoprotect – Huntington cell model cytoprotection by ATP luminescence | PC12 HTT-Q103 induced, cytoprotection, ATP luminescence, 40 h | actives 0.14% (n = 230,000) | Potency, µM (doses to about 56.4 µM), without a hit: cytoprotection (ATP increase), usual class: activators | AID 1471;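 further: potency means the concentration at half of the fitted maximal effect; % of control where 0% means no effect; nearly all actives have a fitted effect of over 45% in size; toxic huntingtin expression switched on by the ecdysone agonist tebufenozide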
#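 Quantitative HTS on tebufenozide-induced (100 nM) PC12 cells expressing HTTQ103 exon 1–GFP; compounds tested as a concentration series; survival measured via cellular ATP.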
# IMPase Li cell – membrane-permeable IMPase blocker, potentiated with lithium | Potency, µM (highest dose often 59.4 µM), for the others: top-dose activity, negative = IMPase inhibition, usual class: inhibitors | actives 0.35% (n = 210,000) | CHO-M1 cells, IP1 TR-FRET (IP-One), carbachol + lithium;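 further: IP1 builds up when IMPase is blocked and the TR-FRET signal falls; potency means the concentration at half of the fitted maximal effect; plate controls were basal vehicle for no effect and high inhibitor control for full effect; nearly all actives have a fitted effect of over 50% in size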
#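 Steps: plate 2000 CHO-M1 cells per well and culture 16–30 h; add compound and lithium; incubate 30 min, 37C; add d2-IP1 tracer and Eu cryptate anti-IP1 antibody in lysis buffer; read after 10 min at room temperature.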
# SMN2 splice enh – enhancers of SMN2 splice variant expression | HEK293 SMN2-luciferase splicing reporter, luminescence, 30-36 h | Potency, µM (highest dose often 46.1 µM), for the others: top-dose activity change, positive = activation, hits mostly activators | AID 1458 | actives 2.8% (n = 210,000); further: potency means the concentration at half of the fitted maximal effect; % of control where 0% means no effect; nearly all actives have a fitted effect of over 55% in size
#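 qHTS luciferase splicing reporter: luminescence rises when SMN2 exon 7 is included in transfected HEK293 cells. Compound exposure lasted 30-36 h at 37C, with 4.5 mM final sodium butyrate as control, followed by a ONE-Glo read.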
# CBFb-RUNX1 inh – CBF-beta/RUNX1 interaction disruption; Q01196+Q13951; AID 1477; AlphaScreen CBFb-His/RUNX1-biotin binding, biochemical; Potency, µM (doses to about 59.8 µM), without a hit: at the highest dose activity, negative = inhibition, actives largely listed as inhibitors; 230,000 tested, under 10 active; further: % of control where 0% means no effect
# Target sequence (Q01196 whole entry, looked up): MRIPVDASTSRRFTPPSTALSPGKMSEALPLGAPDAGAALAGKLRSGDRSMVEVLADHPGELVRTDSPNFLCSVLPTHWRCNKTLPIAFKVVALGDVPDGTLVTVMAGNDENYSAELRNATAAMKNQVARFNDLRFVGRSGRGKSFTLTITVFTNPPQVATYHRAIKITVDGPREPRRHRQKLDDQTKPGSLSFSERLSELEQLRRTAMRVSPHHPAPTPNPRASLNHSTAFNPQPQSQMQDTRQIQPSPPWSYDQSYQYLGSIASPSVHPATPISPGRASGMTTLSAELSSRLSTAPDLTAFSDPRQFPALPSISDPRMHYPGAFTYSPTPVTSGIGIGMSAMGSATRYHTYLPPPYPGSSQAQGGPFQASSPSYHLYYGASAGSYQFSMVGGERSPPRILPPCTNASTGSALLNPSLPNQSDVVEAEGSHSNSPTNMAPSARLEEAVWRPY
# Target sequence (Q13951 whole entry, looked up): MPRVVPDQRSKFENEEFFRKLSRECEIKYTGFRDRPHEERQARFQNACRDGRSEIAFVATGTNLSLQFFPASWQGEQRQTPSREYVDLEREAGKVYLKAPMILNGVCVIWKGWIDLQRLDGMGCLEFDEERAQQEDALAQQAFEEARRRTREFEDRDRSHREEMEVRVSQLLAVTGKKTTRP
#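 CBF-beta (His) and RUNX1 (biotin), 30 nM each; 20 min preassociation; + compound, 15 min; + beads 50 ng each (Ni, streptavidin), 90 min; RT; AlphaScreen read.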
# The depositor's hits bear a star; ? = inconclusive; . = not tested or not shown; & = joins results of further samples; [ ] = dose if it differs, or a comment. Unless noted, the call rests on the fitted dose curve; in most records, active means well fitted curve in the direction sought with a large enough effect; inconclusive means small, poorly fitted or top-dose-only effect, or another doubt; inactive means no such curve, though single readings can be large; an effect the other way counts as inactive or inconclusive.
no.	SMILES	Lamin A splicing	KinaseGlo FLuc	HttQ103 aggreg	HTT cytoprotect	IMPase Li cell	SMN2 splice enh	CBFb-RUNX1 inh
1	CCCCn1c(-c2ccccc2)nc2c(=O)n(C)c(=O)[nH]c21	3%	-3%	-4%	27%	-30%[38.3 µM]	-17%	20%
2	CCCCC1=CC2=C(OC(C)=O)C(=O)C(C)(OC(=O)CCC(=O)OC)C(=O)C2=CO1 (stereo not given)	.	5%	.	?	-2%	14%	-6%
3	Cn1ncc(C#N)c1/N=C/N1CCCCCC1	25%	5%	?	9%	1%[38.3 µM]	-6%	4%
4	Nc1nc(NCCCN2CCOCC2)nc(NCc2ccccc2)c1[N+](=O)[O-]	?	.	20%[9.22 µM]	7%[10 µM]	.	.	10%
5	CC1CCC(NC(=O)CN2C(=O)COc3ccc(S(=O)(=O)N4CCCC4)cc32)CC1 (stereo not given)	-5%	1%	-7%	36%[10 µM]	2%	-3%	2%
6	CC(C)COC(=O)C1C2C=CC3(CN(C(C)c4ccc(Br)cc4)C(=O)C13)O2 (stereo not given)	-2%	2%	?	-7%	26%[38.3 µM]	-5%	14%
7	CC(O)C(NS(=O)(=O)c1ccc(Cl)cc1)C(=O)OCc1nnc(-c2ccccc2)o1 (stereo not given)	?	0%	-7%	10%	1%[38.3 µM]	2%	2%
8	O=C(NCCSc1ccc(Cl)cc1)c1ccco1	0%	-8%	7%	3%[10 µM]	16%[38.3 µM]	-16%	4%
9	COc1ccc(-n2nnnc2SCC(=O)c2cccc(OC)c2)cc1	?	-2%	-13%	-36%	17%[38.3 µM]	20%	7%
10	CC(NS(=O)(=O)c1ccccc1)C(c1cccs1)N1CCOCC1 (stereo not given)	?	1%	-9%	.	8%	-2%	1%[2.36 µM]
11	COc1ccc(C(=O)c2no[n+]([O-])c2C(=O)c2ccc(OC)cc2)cc1	?	3%	?	-197%[inhibitor][0.074 µM]	-1%[38.3 µM]	-95%[inhibitor]	-7%
12	CCOC(=O)N1CCN(c2cc(N)c([N+](=O)[O-])cc2F)CC1	-9%	-2%	-12%	2%	6%[38.3 µM]	-24%	2%
13	O=C(O)[C@H]1CCCC[C@@H]1C(=O)Nc1nc2ccccc2[nH]1	.	-4%[7.66 µM]	.	4%[10 µM]	-13%	-6%[9.22 µM]	.
14	COc1ccc2c(c1)[nH]c1c(=O)n(CCCn3ccnc3)cnc12	-8%	-8%	8%	-9%	25%[38.3 µM]	25%	-3%
15	COc1ccc(C(=O)C(C)[n+]2ccc(-c3nnc4n3CCCCC4)cc2)cc1 (stereo not given)	.	.	-29%[9.22 µM]	0%[10 µM]	.	.	?
16	Cc1c(/C=C/C(=O)c2ccc(C(C)C)cc2)cnn1C	?	-2%	7%[9.22 µM]	11%	7%	-15%	2%
17	CC(C)OC(=O)C1CC=CCC1C(=O)Nc1ccc(Cl)cc1 (stereo not given)	-2%	-2%	-23%	-7%	32%[38.3 µM]	-8%	7%
18	CCCCOC(=O)Nc1nc(C)c(C(=O)OCC)s1	0%	-2%	18%	-14%	16%[38.3 µM]	2%	-1%
19	Nn1c(SCc2cc([N+](=O)[O-])cc3c2OCOC3)nnc1-c1ccccn1	.	.	3%[9.22 µM]	3%[10 µM]	.	.	-5%
20	COC(=O)c1ccccc1NC(=S)N1CCN(C2CCCCC2)CC1	.	3%	-4%	-4%	3%	-12%	-2%
21	O=C(COc1ccccc1[N+](=O)[O-])OCC(=O)N1CCC(Cc2ccccc2)CC1	-5%	3%	3%	6%[0.074 µM]	-1%	0%	-7%
22	Cc1nc2ccc(NC(=O)c3ccc(Br)o3)cc2s1	.	-7%	-11%	-66%[inhibitor]	32%[activator]	11µM*	16%
23	CC(=O)C(C)=O	-13%	-2%	.	-4%	24%&-26%	-15%&8%	15%
24	Nc1ncnc2c1ncn2CCCCC(=O)O	.	-5%[7.66 µM]	.	-7%[10 µM]	-1%	3%[9.22 µM]	.
25	Cc1cccc(C)c1NC(=O)CS(=O)CC(=O)NCCCc1ccccc1 (stereo not given)	8%	-4%	-8%	-24%	-3%[38.3 µM]	-43%[inhibitor]	-3%
26	O=C(CN1CCN(Cc2ccccc2)CC1)N1CCCCCC1	.	-1%	-5%	-30%[inhibitor]	25%	5%	0%
27	COc1ccc(C(=O)NCc2ccncc2)cc1OC	7%[46 µM]	-1%	-6%[9.22 µM]	-4%[10 µM]	2%	-11%	5%
28	CC1(C)CC2(CC(c3ccccc3F)c3ccc(O)c(O)c3O2)NC(=S)N1 (stereo not given)	-16%[46 µM]	2%	25%[9.22 µM]	23%[10 µM]	1%	.	?
29	O=C(O)CCN(CCC(=O)O)S(=O)(=O)c1ccccc1	-3%	0%	-5%	-27%	3%[38.3 µM]	-15%	1%
30	COc1ccc(-n2c(=O)c(-c3cccs3)nc3cnc(N4CCOCC4)nc32)cc1	3%	.	.	2%	-6%	.	.
31	Cc1nc2ncnn2c(C)c1CCC(=O)N1CCN(Cc2ccccc2)CC1	4%	-1%	16%	14%	16%[38.3 µM]	2%	-17%
32	Cc1ccc(SCCNC(=O)c2ccccc2C)cc1	3%	-2%	8%	0%	40%[38.3 µM]	-7%	5%
33	Cc1nnsc1C(=O)N/N=C/c1ccc2ccccc2c1O	?	.	.	-59%[inhibitor][10 µM]	.	.	?
34	CC1=C(C(=O)Nc2ccccc2C)C(c2ccc(C)o2)NC(=S)N1 (stereo not given)	?	2%	7%	-8%[10 µM]	-2%	-6%	0%
35	O=C(Nc1ccc(N2CCOCC2)cc1)C1CC(=O)N(c2ccccc2)C1 (stereo not given)	11%[46 µM]	-4%	-1%[9.22 µM]	5%[10 µM]	5%	.	-3%
36	O=C(Nc1ccccc1)OC1CCS(=O)(=O)C1 (stereo not given)	-9%	4%	2%	13%[10 µM]	-5%	29%	13%
37	N#C/C(=C\c1ccc(OCC(N)=O)cc1)c1ccccc1	17%	0%	-23%	.	-2%	23%	-14%
38	COc1cc(/C=C/C(=O)OCC(=O)Nc2cccc(Oc3ccccc3)c2)ccc1O	-24%	-8%	-5%	19%[10 µM]	-8%	-87%[inhibitor]	-11%
39	CC(=O)Nc1ccc(C(=O)OCC(=O)Nc2c(F)cccc2F)cc1	.	.	6%[9.22 µM]	9%[10 µM]	.	.	-15%
40	O=C(CCC1CCCN(C(=O)c2cncs2)C1)NCc1ccc(F)c(F)c1 (stereo not given)	.	-1%	5%[9.22 µM]	5%[10 µM]	18%	-10%	-3%
41	Cc1c(N/C(=N/S(=O)(=O)c2cc([N+](=O)[O-])ccc2Cl)c2ccccc2)c(=O)n(-c2ccccc2)n1C	.	.	-6%	?	-2%	.	2%
42	O=C(O)COc1c(Cl)cc(/C=C2/NC(=O)NC2=O)cc1Br	.	12%	-22%	-2%	18%	-16%	11%
43	CN1CCN(c2ccnc(-c3ccccc3C(F)(F)F)n2)CC1	-12%	-2%	.	22%	21%	-27%	.
44	CC(C)COc1ccc(Br)cc1CNC(C)(C)C	.	.	0%[9.22 µM]	9%[10 µM]	5%	.	7%
45	O=C(CC1C(=O)NCCN1C(=S)Nc1ccccc1)Nc1ccc(F)cc1 (stereo not given)	-9%	.	?	8%[10 µM]	.	.	-14%
46	COc1ccccc1C(=O)Oc1cc(N)n(S(=O)(=O)c2ccc(C)cc2)n1	-7%	0%	?	-6%	5%[38.3 µM]	15%	-1%
47	Cc1ccc(C)c(NC(=O)Cc2ccc(S(=O)(=O)N3CCCCC3)s2)c1	?	-2%	29%	-4%[10 µM]	5%	-34%	-4%
48	COc1ccc(CCN2CC(C(=O)O)CC2=O)cc1 (stereo not given)	-2%	2%	-6%	-2%	18%[38.3 µM]	18%	11%
49	CCOc1ccc(C(=O)Nc2ccncc2)cc1	?	-11%	0%	17%	-3%[38.3 µM]	-29%	1%
50	COc1cc(NC(=O)CN(C)Cc2ccc(OC(F)F)cc2)c(C)cc1[N+](=O)[O-]	?	.	-2%	-15%[10 µM]	.	.	-5%

# (listing goes on)
no.	SMILES	Lamin A splicing	KinaseGlo FLuc	HttQ103 aggreg	HTT cytoprotect	IMPase Li cell	SMN2 splice enh	CBFb-RUNX1 inh
51	O=C(O)CCN1Cc2ccccc2C1=O	4%	-1%	-4%	23%[10 µM]	0%[38.3 µM]	10%	5%
52	CCOC(=O)N1CCN(CC(O)COCC2=CCC3CC2C3(C)C)CC1 (stereo not given)	8%	-2%	-29%	2%	16%[38.3 µM]	0%	-1%
53	COc1ccc(OC)c(N2CC(O)(c3ccccc3)[N+]3=C2SCCC3)c1 (stereo not given)	3%[9.22 µM]	4%	-26%	-28%	11%	-21%	9%
54	COCCNC(=S)N/N=C(\C)c1ccc(-n2ccnc2)cc1	7%	0%	-10%	-29%	8%[38.3 µM]	-46%[inhibitor]	-1%
55	COc1cccc(C(=O)N(c2ccc(C)cc2)C2C=CS(=O)(=O)C2)c1 (stereo not given)	.	1%	1%	-24%	-2%	-4%	1%
56	Cc1ccc(C)c(CSc2nnc(CCN)o2)c1	-3%	-2%	8%	-7%[0.074 µM]	-4%[38.3 µM]	-5%	10%
57	O=C(Nc1nccs1)c1ccc(COc2ccc(Cl)cc2)o1	?	0%	-1%	-15%	3%[38.3 µM]	-4%	-3%
58	CC(=O)Oc1ccc(N(C(C)=O)S(=O)(=O)c2cc([N+](=O)[O-])ccc2C)cc1	-10%	-3%	14%	10%[10 µM]	-4%	-22%	0%
59	Cc1c(NC(=O)CN2CCN(C(c3ccccc3)c3ccccc3)CC2)c(=O)n(-c2ccccc2)n1C	-15%	0%	7%	27%	8%[38.3 µM]	?	3%
60	COc1cccc(OC)c1C(=O)NC(=S)Nc1cccc(NC(=O)c2ccco2)c1	3%[46 µM]	1%	-19%	.	10%	6%	1%
61	CC(C)[C@H](NC(=O)[C@H](CCCN=C(N)N)NC(=O)NC(Cc1ccccc1)C(=O)O)C(=O)NC(C=O)CCCN=C(N)N (stereo not given in full)	-3%	0%	9%	.	-5%	-37%[inhibitor]	7%

# Filtered by structure, those above with two or more sulfur atoms
no.	SMILES	Lamin A splicing	KinaseGlo FLuc	HttQ103 aggreg	HTT cytoprotect	IMPase Li cell	SMN2 splice enh	CBFb-RUNX1 inh
10	CC(NS(=O)(=O)c1ccccc1)C(c1cccs1)N1CCOCC1 (stereo not given)	?	1%	-9%	.	8%	-2%	1%[2.36 µM]
47	Cc1ccc(C)c(NC(=O)Cc2ccc(S(=O)(=O)N3CCCCC3)s2)c1	?	-2%	29%	-4%[10 µM]	5%	-34%	-4%
